Screening results (PubChem)
AMA1-RON2 inh: qHTS for Inhibitors of AMA1-RON; Towards Development of Antimalarial Drug Lead: Primary Screen; AlphaScreen AMA1-biotinylated RON2 peptide binding; Potency, µM (top dose mostly 58.2 µM), without a hit: at the top dose activity change, negative = inhibition, hits mostly inhibitors; 360,000 compounds, 0.2% hits; AID 720542, 2013;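 further: potency means the concentration at half of the fitted maximal effect; 0% = vehicle wells and -100% = peptide control; nearly all actives have a fitted effect of over 45% in size; some results filed as inactive show a strong effect at the top dose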
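AMA1 (3D7) with his tag at 25 nM final met compounds first, then biotinylated RON2 peptide at 25 nM; detection used donor plus acceptor beads, 10 µg/mL apiece, read by AlphaScreen after 30 min at room temperature.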
Giardia FBPA inh: qHTS Assay for Inhibitors of Fructose-1,6-bisphosphate Aldolase from Giardia Lamblia. A8B2U2. purified Giardia FBPA. Potency, µM (highest dose often 59.6 µM), inactives show at the highest dose activity, negative = inhibition, most hits filed as inhibitors. 290,000 compounds, 0.71% hits. AID 2451, 2010; further: potency means the concentration at half of the fitted maximal effect; nearly all actives have a fitted effect of over 55% in size
Target sequence (A8B2U2 whole entry, looked up): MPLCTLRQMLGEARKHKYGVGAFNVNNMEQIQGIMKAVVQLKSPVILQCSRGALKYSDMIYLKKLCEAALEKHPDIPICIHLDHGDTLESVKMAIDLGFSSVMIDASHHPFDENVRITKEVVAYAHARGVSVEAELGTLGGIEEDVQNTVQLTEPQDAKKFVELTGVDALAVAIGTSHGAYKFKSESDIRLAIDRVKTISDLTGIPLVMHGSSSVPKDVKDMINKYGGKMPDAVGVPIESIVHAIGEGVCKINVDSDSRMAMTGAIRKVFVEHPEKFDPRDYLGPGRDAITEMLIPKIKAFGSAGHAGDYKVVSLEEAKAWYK
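40 nM FBPA preincubated 10 min at RT with compound (up to 57.5 uM final), then substrate plus GAPDH/TPI/NAD/arsenate coupling and diaphorase/resazurin added. Fluorescence read after 20 min at RT, 525/598 nm.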
HCMV inh: qHTS Assay for inhibitors of the human cytomegalovirus (HCMV) | activity change, negative = inhibition, % at 57.5 µM | 410,000 compounds, 4.5% hits | HFF cells, HCMV-luciferase reporter, 72 h; hits give low values | AID 1259415, 2018; in the data active means activity change below about -60%; inconclusive means no clear call, values can overlap the other calls; inactive means above about -39%
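Screen run at 2 compound doses on HFFs infected with reporter HCMV, MOI 1 PFU/cell. Luciferase activity from cell lysates at 72 h post infection gave inhibition relative to buffer-only and Salinomycin wells.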
AmpC inh detg: qHTS Inhibitors of AmpC Beta-Lactamase (assay with detergent); P00811; AmpC hydrolysis of nitrocefin, absorbance 480 nm, 0.01% Triton; Potency, µM (titrated, usually from 114 µM), for inactives: at the highest dose activity change, negative = inhibition, hits mostly inhibitors; 370,000 compounds, 0.041% hits;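 further: potency means the concentration at half of the fitted maximal effect; 0% = no-compound wells and -100% = no-enzyme wells; nearly all actives have a fitted effect of over 25% in size; some results filed as inactive show a strong effect at the top dose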
Target sequence (P00811 whole entry, looked up): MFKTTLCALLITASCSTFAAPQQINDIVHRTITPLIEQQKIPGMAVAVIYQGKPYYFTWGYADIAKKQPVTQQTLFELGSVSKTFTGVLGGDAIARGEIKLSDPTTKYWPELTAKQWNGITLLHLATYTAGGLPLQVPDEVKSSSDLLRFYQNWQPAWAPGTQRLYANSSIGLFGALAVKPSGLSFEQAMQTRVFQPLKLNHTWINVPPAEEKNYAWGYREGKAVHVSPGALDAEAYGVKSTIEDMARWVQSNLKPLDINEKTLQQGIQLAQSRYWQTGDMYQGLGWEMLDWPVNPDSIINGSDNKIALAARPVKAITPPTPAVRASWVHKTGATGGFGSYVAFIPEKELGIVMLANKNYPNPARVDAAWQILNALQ
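20 mM phosphate pH 7.0 + 0.01% (detergent screen) or 0.0001% Triton X-100; 5.3 nM AmpC reagent; cpd preinc 15 min RT; nitrocefin (800 uM stock) to start; A480 q20 s × 4 min; Activity was normalised to no-enzyme and no-compound control wells.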
Sm TGR inh: qHTS Assay for the Inhibitors of Schistosoma Mansoni Peroxiredoxins. 360,000 compounds, 3% hits. Potency, µM (series often up to 114 µM), without a hit: top-dose activity change, negative = inhibition, hits mostly inhibitors. purified TGR, DTNB reduction, TNB absorbance 405 nm; further: potency means the concentration at half of the fitted maximal effect; nearly all actives have a fitted effect of over 60% in size
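TGR 20 nM + NADPH 100 uM (dispensed conc.), cpd preinc 15 min RT; start with NADPH (500 uM addition) then DTNB (15 mM addition). Kinetic TNB absorbance, 405 nm filter. Four-parameter Hill fit across titration.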
AmpC inh no detg: qHTS Inhibitors of AmpC Beta-Lactamase (assay without detergent). AmpC nitrocefin hydrolysis, absorbance 480 nm, 0.0001% Triton. 330,000 compounds, 0.52% hits. Potency, µM (top dose mostly 57.1 µM), inactives show at the highest dose activity change, negative = inhibition, usual class: inhibitors. P00811. AID 485341, 2010;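 further: potency means the concentration at half of the fitted maximal effect; plate controls were no compound for no effect and no enzyme for full effect; nearly all actives have a fitted effect of over 20% in size; some results filed as inactive show a strong effect at the top dose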
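20 mM phosphate pH 7.0 + 0.01% (detergent screen) or 0.0001% Triton X-100; 5.3 nM AmpC reagent; cpd preinc 15 min RT; nitrocefin (800 uM stock) to start; A480 q20 s × 4 min; Activity was normalised to no-enzyme and no-compound control wells.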
* hit, by the source's call; ? = inconclusive; / = no result given; [ ] = dose if it differs, or a comment. Unless noted, the call rests on the fitted dose curve; in most records, active means well fitted curve in the direction sought with a large enough effect; inconclusive means small, poorly fitted or top-dose-only effect, or another doubt; inactive means no such curve, though single readings can be large; an effect the other way counts as inactive or inconclusive. Unless noted, on the % scale 0 is the no-effect control and ±100 the full control effect.

SMILES | AMA1-RON2 inh | Giardia FBPA inh | HCMV inh | AmpC inh detg | Sm TGR inh | AmpC inh no detg
O=c1c2c(n3cnnc3n1-c1ccccc1)-c1ccccc1CC21CCCCC1 | 4% | / | 5 | -7% | 13% | 32%
COCCCNC(=O)c1ccc2c(c1)NC(=O)C(C(C)C)N2 (centres undefined) | / | / | 12 | 5% | -6% | /
C=CC(c1ccccc1)C(C(=O)c1ccccc1)N(C)C (centres undefined) | -6% | 12% | -21 | 2% | 1% | 21%
CCCOc1ccc(N2C(=O)CC(SC(=N)N3N=C(c4ccccc4)CC3c3ccccc3)C2=O)cc1 (centres undefined) | -7% | -11% | 61 | -10% | -2% | -26%
CCc1cc2c(=O)c(-c3nc4ccccc4n3C)coc2c(CN2CCC(C)CC2)c1O | -11% | -5% | -9 | -8% | -9% | -15%
COc1ccc(CCNC(=O)CSc2nc(C)nc3c2c(=O)n(C)c(=O)n3C)cc1OC | 6% | 5% | -10 | ? | -1% | -2%
COc1ccc(NC(=O)[C@@H]2CCCN2S(=O)(=O)c2ccc(Cl)cc2)cc1 | 2% | / | 1 | / | / | -7%
CCC(C(=O)N1CCN(c2cc(Cl)ccc2C)CC1)n1nc(C)n2c(cc3occc32)c1=O (centres undefined) | / | / | -29 | 16% | -1% | /
CC(=O)c1c(C)n(-c2ccccc2)c2ccc(OCC(O)CN3CCOCC3)cc12 (centres undefined) | -3% | 0% | ? | -11% | -30% | 113%[activator]
CCC(C)(C)NS(=O)(=O)c1cc(CN2C(=O)c3cccnc3C2=O)ccc1OC | 7% | 5% | ? | ? | 1% | -7%
COc1cc(OC)c(Nc2nc3ccccc3c3nncn23)cc1Cl | / | / | 6 | -6% | -12% | /
CCN(CCO)Cc1csc2c(Br)cccc12 | -1% | -14% | 52 | 3% | 2% | -1%
CCCNC(=O)Cn1cnc2sc(C(=O)NCCN(CC)CC)c(C)c2c1=O | -5% | 3% | 6 | 0% | -15% | -14%
c1ccc(Cc2ccc(OCCn3ccnc3)cc2)cc1 | 4% | -13% | -35 | -5% | 2% | 267%
CCOC(=O)c1nnn(CC(=O)NC(=O)Nc2ccccc2F)c1C(=O)OCC | / | / | 12 | 4% | -17% | /
O=C(NCCCn1ccnc1)/C(=C\c1cccnc1)NC(=O)c1cccc(Br)c1 | 2% | 8% | 8 | -8% | 9% | -24%
CCOC(=O)Cc1cc(=O)n2[nH]c(-c3ccc(Cl)cc3)cc2n1 | 5% | -18% | -16 | 4% | 1% | -29%
Cc1ccc(C)c(CSC2=NN3CCCC(=O)N=C3S2)c1 | 5% | -1% | -33 | 8% | 0% | 36%
COC(=O)c1ccccc1NC(=O)N1CCc2ccc(NC(=O)c3ccccn3)cc2C1 | -1% | / | -32 | -9% | 12% | 10%
O=C(OCc1nc2ccsc2c(=O)[nH]1)c1cccc(S(=O)(=O)N2CCOCC2)c1 | 12% | / | -18 | 0% | 18% | ?
COc1ccccc1CNCC(=O)Nc1cc(S(=O)(=O)N2CCCCC2)ccc1C | 45%[activator] | / | 20 | / | / | 81%[activator]
O=C(CN1CCC(C(=O)c2ccc(Cl)cc2)CC1)NC1CCCC1 | 1% | / | -8 | 2% | 1% | 26%
COc1ccccc1C(=O)Nc1ccnn1C1CCN(C/C=C/c2ccccc2)CC1 | 0% | / | ? | -3% | -13% | 113%[activator]
CSc1cccc(CN(C)C(=O)C2CCC(=O)N(CCCN3CCCC3=O)C2)c1 (centres undefined) | 3% | / | -25 | -3% | -15% | 8%
Cc1cccc(NC(=O)CCNC(=O)c2ccc(Br)cc2)c1 | 7% | -3% | 5 | -12% | 3% | -18%

Next section:
SMILES | AMA1-RON2 inh | Giardia FBPA inh | HCMV inh | AmpC inh detg | Sm TGR inh | AmpC inh no detg
COC(=O)c1cc(NC(=O)C(C)c2ccc(CC(C)C)cc2)ccc1O (centres undefined) | -3% | -11% | -79* | 4% | 0% | -23%
CC(=O)Nc1ccc(NC(=O)C2CCCCN2S(=O)(=O)c2ccc(C(C)(C)C)cc2)cc1 (centres undefined) | -14% | 1% | 10 | -14% | -4% | 81%[activator]
COc1cc(N)c(Cl)cc1C(=O)OCC(=O)N1c2ccccc2NC(=O)C1(C)C | 40%[activator] | / | 12 | / | / | -8%
Cn1cnc(S(=O)(=O)Nc2ccc(C(F)(F)F)cc2)c1 | 11% | 2% | 50 | ? | -9% | -12%
CC1=C(C(=O)OCc2ccccc2)C(c2ccsc2)NC(=O)N1C (centres undefined) | 4% | -1% | -39 | -9% | / | -14%
COC(=O)c1ccc(C2Nc3c(C)cc(C)cc3C3C=CCC32)cc1 (centres undefined) | / | / | -4 | -6% | 1.1µM* | /
O=C(COC(=O)c1ccc(Br)o1)NCC1CCCCC1 | -3% | / | -18 | / | / | -4%
Cc1ccc2c(c1)sc1nc(=O)n(-c3ccccc3)c(=O)n12 | -3% | 2% | 94 | 9% | -2% | -27%
Cc1ccc(-c2cc(C(=O)NCc3ccccn3)c3ccccc3n2)cc1C | 114%[activator] | -5% | 4 | 0% | -4% | ?
N#Cc1nc(-c2cccc(Cl)c2)oc1N1CCC(C(N)=O)CC1 | -4% | 3% | -17 | -2% | -9% | -5%
Cc1occc1C(=O)Nc1cccc(Cn2cccn2)c1 | -4% | -3% | 55 | -17% | 8% | -3%
COc1ccc(N2CCN(C(=O)CCc3c(C)nc4cc(-c5ccc(Cl)cc5)nn4c3C)CC2)cc1 | / | / | -39 | -11% | -13% | /
O=C(Nc1ccc(CN2CCOCC2)cc1)c1ccc(Cl)cc1 | 10% | -6% | ? | 0% | -35% | -16%
Cc1cc2cc(C)c3nnc(SCC(=O)NCc4ccco4)n3c2cc1C | -6% | 9% | -79* | 0% | -1% | 142%[activator]
CCOc1ccccc1NC(=O)c1c(NC(=O)COc2ccccc2)sc2c1CCCCC2 | / | / | -2 | 12% | 1% | /
COc1ccccc1NC(=O)COc1coc(CN2CCN(c3ccccc3)CC2)cc1=O | 0% | / | -34 | 0% | -13% | 88%[activator]
O=c1[nH]c(CN2CCN(c3ccc([N+](=O)[O-])cc3)CC2)nc2ccsc12 | -5% | -21% | 13 | -8% | -1% | -30%
CCN=c1scc(-c2ccc(F)cc2)n1/N=C/c1ccccn1 | -14% | -9% | -88* | -1% | 14% | 87%[activator]
Cc1cccc(-n2cc(C#N)c(=O)[nH]c2=O)n1 | 15% | -2% | -1 | -3% | -7% | -9%
CC(C)[C@H](NS(=O)(=O)c1ccccc1)C(=O)OCC(=O)Nc1ccc2c(c1)OCO2 | 3% | 1% | 21 | -4% | -19% | -21%
CC(C)C[C@H](NC(=O)c1nc[nH]c1C(=O)NC(c1ccccc1)c1ccccc1)C(=O)OCc1ccccc1 | 103%[activator] | -11% | 18 | 4% | 14% | -22%
COc1ccc(OC)c(S(=O)(=O)n2cnc3ccccc32)c1 | -5% | -1% | -31 | ? | -3% | 0%
CN(CC(=O)Nc1ccc(Cl)c(S(=O)(=O)N2CCOCC2)c1)C(=O)c1ccc(C#N)cc1 | -6% | / | 20 | -11% | 3% | -4%
Cc1cccc(NC(=S)NC2CCSc3ccccc32)c1 (centres undefined) | 14% | / | -36 | -2% | -1% | -39%
COc1cccc(CN2CCN(c3ncccn3)CC2)c1OC | ? | ? | 2 | -2% | 4% | -9%

Compounds above that contain a cyano group:
SMILES | AMA1-RON2 inh | Giardia FBPA inh | HCMV inh | AmpC inh detg | Sm TGR inh | AmpC inh no detg
N#Cc1nc(-c2cccc(Cl)c2)oc1N1CCC(C(N)=O)CC1 | -4% | 3% | -17 | -2% | -9% | -5%
Cc1cccc(-n2cc(C#N)c(=O)[nH]c2=O)n1 | 15% | -2% | -1 | -3% | -7% | -9%
CN(CC(=O)Nc1ccc(Cl)c(S(=O)(=O)N2CCOCC2)c1)C(=O)c1ccc(C#N)cc1 | -6% | / | 20 | -11% | 3% | -4%

Next compounds follow:
SMILES | AMA1-RON2 inh | Giardia FBPA inh | HCMV inh | AmpC inh detg | Sm TGR inh | AmpC inh no detg
Nn1c(SCc2cccc(Br)c2)nnc1-c1ccncc1 | 1% | 1% | -8 | -7% | 5% | 0%
CC1=CCC2COC(c3ccc[n+](Cc4ccccc4)c3)C1C2 (centres undefined) | 9% | ? | ? | -7% | 35µM* | 2%
O=C(CC1C(=O)NCCN1Cc1cccc(Oc2ccccc2)c1)NCCc1cscn1 (centres undefined) | 29% | -20% | 12 | 1% | -34%[57.1 µM] | 126%[activator]
c1ccc(OCc2nc3ccccc3[nH]2)cc1 | -9% | -7% | 50 | -15% | -1% | -20%
Cc1nn(C)c(N)c1[N+](=O)[O-] | -5% | 6% | 51 | 3% | 5% | 29%
O=C(CNCC1CCCO1)Nc1ccccc1N1CCOCC1 (centres undefined) | 13% | -2% | 11 | -7% | 1% | -6%
CN1C(C(=O)Nc2ccc(F)cc2F)=CC(c2ccc3c(c2)OCO3)=NS1(=O)=O | / | / | 9 | 19% | -1% | /
COc1cccc(NC(=O)c2ccccc2)c1 | 2% | / | -2 | -6% | 1% | -11%
COC(=O)c1ccc(OCC(O)CN2CCN(C(=O)c3ccco3)CC2)cc1 (centres undefined) | 2% | ? | 11 | -1% | -13% | 5%
Cc1c(NC(=S)Nc2ccc(Cl)cc2)c(=O)n(-c2ccccc2)n1C | 0% | -5% | -17 | ? | / | -24%
C/C(N)=C(/C#N)C(=O)COC(=O)COc1ccc(Cl)cc1C | -11% | -2% | 0 | -3% | -1% | 7%
COc1ccc(Cc2nn3c(-c4ccccc4OC)nnc3s2)cc1 | 12% | 0% | 58 | -3% | -16% | 3%
Cc1oc(S(=O)(=O)N2CCCCC2)cc1NC(=O)Nc1ccccc1 | 5% | 0% | 17 | 3% | 10µM* | -40%
COc1ccc(OC)c(NC(=O)CN2C(=O)COc3ccc(S(=O)(=O)NC4CCCC4)cc32)c1 | / | / | -30 | 2% | 10% | /
COc1cccc(/C=N/Nc2ncnc3c2[nH]c2ccc(C)cc23)c1OC | -21% | 0% | 33 | 2% | -1% | -9%
CCC(C(=O)NCc1cccc(C)c1)n1nc(C)c2c(C)n(-c3ccccc3)nc2c1=O (centres undefined) | -2% | / | ? | 3% | 6% | 2%
CCOC(=O)c1c(NC(=O)/C=C/C(=O)O)sc(C)c1-c1ccc(C(C)(C)C)cc1 | -5% | 29% | ? | -2% | -2% | -9%[2.29 µM]
Cc1ccccc1-n1c(=S)[nH]c2nc3c(cc2c1=O)COC(C)(C)C3 | 130%[activator] | ? | -38 | 3% | 9% | -8%

Grouped by structure, the entries above with a tert-butyl group (2)
SMILES | AMA1-RON2 inh | Giardia FBPA inh | HCMV inh | AmpC inh detg | Sm TGR inh | AmpC inh no detg
CC(=O)Nc1ccc(NC(=O)C2CCCCN2S(=O)(=O)c2ccc(C(C)(C)C)cc2)cc1 (centres undefined) | -14% | 1% | 10 | -14% | -4% | 81%[activator]
CCOC(=O)c1c(NC(=O)/C=C/C(=O)O)sc(C)c1-c1ccc(C(C)(C)C)cc1 | -5% | 29% | ? | -2% | -2% | -9%[2.29 µM]
